# CCHF vOTU inh: blocks the CCHF virus ovarian tumor domain protease; AID 651958; 370,000 compounds, 0.55% hits; CCHFV vOTU protease, Pep-AMC fluorescence; inhibition, % at 11.5 µM; note: 0% = vehicle wells with enzyme and 100% = no enzyme wells
# MazF activator: activators of E. coli MazEF toxin-antitoxin RNase | FAM/BHQ RNA-DNA oligo cleavage fluorescence, 5 h | activation, % at 20 µM | 350,000 compounds, 0.32% hits | AID 504720; in the data active = activation above about 50%
# Target sequence (P0AE70 whole entry, looked up): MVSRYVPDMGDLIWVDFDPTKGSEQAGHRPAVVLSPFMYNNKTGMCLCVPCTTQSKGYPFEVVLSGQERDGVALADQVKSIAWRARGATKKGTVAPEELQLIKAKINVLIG
# UGM FP inh: Mtb UDP-galactopyranose mutase inhibition; 320,000 compounds, 0.06% hits; inhibition, % at 10 µM; P9WIQ1; AID 504406; purified UGM, fluorescence polarization probe displacement; in the data active = inhibition above about 10%, passing the limit was not always enough; inconclusive = no clear call, values can overlap the other calls
# Target sequence (P9WIQ1 whole entry, looked up): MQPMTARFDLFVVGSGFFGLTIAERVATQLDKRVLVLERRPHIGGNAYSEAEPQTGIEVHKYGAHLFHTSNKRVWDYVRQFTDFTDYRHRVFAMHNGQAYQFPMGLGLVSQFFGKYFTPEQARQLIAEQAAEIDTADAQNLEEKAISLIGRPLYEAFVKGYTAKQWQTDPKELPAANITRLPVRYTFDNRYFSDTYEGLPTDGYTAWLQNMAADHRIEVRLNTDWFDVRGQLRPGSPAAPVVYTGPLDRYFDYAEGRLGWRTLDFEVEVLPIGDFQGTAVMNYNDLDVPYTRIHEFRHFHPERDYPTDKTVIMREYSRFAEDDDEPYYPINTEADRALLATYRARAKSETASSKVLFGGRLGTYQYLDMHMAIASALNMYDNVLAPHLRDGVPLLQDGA
# Mtb BioA inh: BioA (M. tuberculosis) enzyme inhibition. purified M. tuberculosis BioA enzyme, plate reader. inhibition, % at 9.99 µM. 360,000 compounds, 0.096% hits; in the data active = inhibition above about 40%; inconclusive = no clear call, values can overlap the other calls
# FBA Mtb inh: Mtb fructose-bisphosphate aldolase inhibition | purified M. tuberculosis FBA, fluorescence read-out | P9WQA3 | 360,000 compounds, 2.3% hits | AID 588726 | inhibition, % at 1 µM; in the data active = inhibition above about 27%;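 note: 0% = vehicle and 100% = reference inhibitor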
# Target sequence (P9WQA3 whole entry, looked up): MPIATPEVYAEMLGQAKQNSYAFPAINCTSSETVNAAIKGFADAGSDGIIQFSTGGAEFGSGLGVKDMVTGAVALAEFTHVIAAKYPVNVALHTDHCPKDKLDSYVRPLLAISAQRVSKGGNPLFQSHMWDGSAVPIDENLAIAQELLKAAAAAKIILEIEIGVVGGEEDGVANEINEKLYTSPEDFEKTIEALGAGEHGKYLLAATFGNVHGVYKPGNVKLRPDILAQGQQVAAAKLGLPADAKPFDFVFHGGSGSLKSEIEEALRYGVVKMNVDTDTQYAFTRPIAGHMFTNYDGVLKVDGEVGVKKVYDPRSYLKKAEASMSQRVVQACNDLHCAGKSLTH
# DUSP3 inh: blocks human VHR1 dual specificity phosphatase; recombinant VHR phosphatase, pNPP absorbance; inhibition, % at 13.3 µM; 290,000 compounds, 0.52% hits; in the data active = inhibition above about 50%; note: some compounds called inactive have numbers as strong as hits
# Target sequence (P51452 whole entry, looked up): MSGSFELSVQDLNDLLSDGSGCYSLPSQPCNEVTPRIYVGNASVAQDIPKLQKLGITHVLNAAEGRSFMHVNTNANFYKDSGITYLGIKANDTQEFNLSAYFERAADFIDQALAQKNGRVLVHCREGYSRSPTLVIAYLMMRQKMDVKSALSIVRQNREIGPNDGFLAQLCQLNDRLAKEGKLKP
# Rv3671c inh: inhibits the M. tuberculosis serine protease Rv3671c. P9WHR9. inhibition, % at 5.96 µM. 320,000 compounds, 0.048% hits. AID 2606; in the data active = inhibition above about 38%;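 note: extracellular domain of Rv3671c used as enzyme; 0% = enzyme with DMSO and 100% = no enzyme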
# BoNT F protease: inhibitors of Botulinum neurotoxin F light chain protease | Multiplex microsphere protease cleavage assay, flow cytometry | inhibition, % at 10 µM | 360,000 compounds, 0.22% hits; in the data active = inhibition above about 35%, passing the limit was not always enough; inconclusive = no clear call, values can overlap the other calls; note: plate controls were buffer without enzyme for full effect and enzyme alone for no effect
# GDH-TPI inh: GDH-TPI coupled enzyme inhibition counter-screen | GDH-TPI coupled enzyme counterscreen, NADH absorbance | inhibition, % at 4.8 µM | 360,000 compounds, 1.2% hits;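 note: 0% = DMSO wells and 100% = wells lacking the enzyme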
# FadD28 binding: blocks FadD28 binding to the bisubstrate probe. AID 588549. inhibition, % at 12.5 µM. fluorescence polarization. 360,000 compounds, 0.22% hits; in the data active = inhibition above about 8.5%, passing the limit was not always enough; inconclusive = no clear call, values can overlap the other calls
# Active calls of the source: *; ? = inconclusive; . = not tested or not shown; & = joins results of further samples. Cut-off read from the data, not from the text of the source, unless noted: active = inhibition above about 30%; inactive = the rest.
SMILES,CCHF vOTU inh,MazF activator,UGM FP inh,Mtb BioA inh,FBA Mtb inh,DUSP3 inh,Rv3671c inh,BoNT F protease,GDH-TPI inh,FadD28 binding
CCc1cccc(C)c1NC(=O)c1cc(=O)[nH]c2ccc(S(=O)(=O)N3CCOCC3)cc12,4,3,-2.7,-1.5,-1,.,-4,-13,5,-1.3
CC1CC(C)(C)CC2(C1)NC(=O)N(CC(=O)NCCc1ccc3c(c1)OCCO3)C2=O (stereo not given),11,6,-0.9,.,-3,2,-5,-2,-7,-2.6
Cn1c(SCC(=O)NNC(=O)Cc2ccccc2)nc2ccccc2c1=O,-8,2,0.7,.,0,18,-8,-8,2,-1.5
CCOC(=O)c1c(NC(=O)C(=O)N/N=C(\C)c2ccc(OC)cc2)sc2c1CCCCC2,-11,6,-2.6,1.0,-1,-5,-1,9,-2,-3.9
CC(C)CC(CC(C)C)=NNC(=O)c1ccc2c(c1)OCO2,1,12,1.8,1.0,1,26,7,-6,0,-3.2
CCS(=O)(=O)NCC(c1ccco1)N1CCN(c2ccccc2)CC1 (stereo not given),-9,-3,-0.4,-0.1,-2,9,-2,-13,-2,0.3
COc1ccc(NC(=S)N(CCCN2CCCC(C)C2)Cc2cccs2)cc1 (stereo not given),9,5,2.8,.,-1,12,-5,3,1,0.9
Nc1nnc2cc(F)ccc2n1,-10,9,.,0.0,-4,.,.,1,4,0.3
O=C(CN1C(=O)NC(Cc2ccccc2)C1=O)Nc1ccccc1 (stereo not given),1,-3,2.3,-1.7,5,-5,-12,-5,-5,-2.5
Cc1nc2c(o1)CCc1ccccc1C2N1CCN(C)CC1 (stereo not given),5&-9&1,6&-7&-15,-0.7&-2.5,-0.9,0&-4&1,2&3,-3&5,-1&-3&8,6&7&0,-1.7&-2.1&0.6
CC1CCN(S(=O)(=O)c2ccc3c4c2CC(=O)N4CC(C)S3)CC1 (stereo not given),-7,5,-2.3,-2.0,2,13,-8,4,-14,-0.7
O=C(NC1CC1)C1=C[C@@H](c2ccccc2)C[C@@H](OCCCCO)O1,0,6,-2.1,-0.7,4,7,-5,3,5,-1.6

# An excerpt from the list above, as a working copy:
SMILES,CCHF vOTU inh,MazF activator,UGM FP inh,Mtb BioA inh,FBA Mtb inh,DUSP3 inh,Rv3671c inh,BoNT F protease,GDH-TPI inh,FadD28 binding
CCc1cccc(C)c1NC(=O)c1cc(=O)[nH]c2ccc(S(=O)(=O)N3CCOCC3)cc12,4,3,-2.7,-1.5,-1,.,-4,-13,5,-1.3
CC1CC(C)(C)CC2(C1)NC(=O)N(CC(=O)NCCc1ccc3c(c1)OCCO3)C2=O (stereo not given),11,6,-0.9,.,-3,2,-5,-2,-7,-2.6

# (cont.)
SMILES,CCHF vOTU inh,MazF activator,UGM FP inh,Mtb BioA inh,FBA Mtb inh,DUSP3 inh,Rv3671c inh,BoNT F protease,GDH-TPI inh,FadD28 binding
CCCCCC(=O)N1C[C@H](n2cc(C3CC3)nn2)[C@@H](O)C[C@@H]1c1ccc(OC)cc1,-6,6,.,0.0,0,.,.,0,-1,-0.6
COc1cc(OC)cc(C(=O)Nc2ccc(-n3cnnn3)c(C)c2)c1,-3,-2,2.0,.,-1,8,-8,-8,4,-6.8
CCCCC(=O)Nc1ccc(N2CCN(S(C)(=O)=O)CC2)cc1,4,5,-1.1,-0.7,-8,-2,6,-1,11,-2.0
COCCCN1C(=O)c2ccc(C(=O)Nc3cccc(OC)c3)cc2C1=O,2,2,-2.5,-0.6,1,18,0,.,3,-0.7
Cc1ccccc1NCC(=O)Nc1cc(S(=O)(=O)N2CCCCC2)ccc1C,7,-13,2.3,-1.7,-1,.,-1,-5,2,-3.8
CCOC(=O)c1ccc(S(=O)(=O)N2CCN(C3CCCC3)CC2)cc1,4,10,-1.3,.,5,4,11,0,1,-0.9
COc1ccccc1C(=O)N/N=C(\C)c1ccc(NC(=O)C2CC2)cc1,-4,-1,-2.3,.,1,2,-2,31,13,-3.0
O=C(NCCN1CCN(C(=O)c2ccc([N+](=O)[O-])cc2)CC1)C(=O)NCc1ccccc1,-7,3,1.5,.,2,-8,-13,2,4,-3.5
O=C(O)CNc1ccc(S(=O)(=O)C(F)(F)F)cc1[N+](=O)[O-],-4,-5,1.0,-2.2,1,-4,-5,-6,13,1.0
O=C(CN1CCC(n2nnc3cc(C(F)(F)F)ccc32)CC1)Nc1ccc2c(c1)CCC2,0,3,-0.8,-1.0,1,-2,-1,-8,3,0.3
O=C(c1cc(C2CC2)nn1-c1ccccc1)N1CCN(c2ccc(O)cc2)CC1,-8,1,.,-1.3,6,.,.,6,6,-1.9
CCN(CC)S(=O)(=O)c1cccc(-c2nnc(SCC(=O)NC)n2CCc2ccccc2)c1,7,-2,0.6,4.6,0,-15,4,0,4,-1.1

# Filtered by structure, those above containing an aryl thioether with sulfur outside any ring (2)
SMILES,CCHF vOTU inh,MazF activator,UGM FP inh,Mtb BioA inh,FBA Mtb inh,DUSP3 inh,Rv3671c inh,BoNT F protease,GDH-TPI inh,FadD28 binding
Cn1c(SCC(=O)NNC(=O)Cc2ccccc2)nc2ccccc2c1=O,-8,2,0.7,.,0,18,-8,-8,2,-1.5
CCN(CC)S(=O)(=O)c1cccc(-c2nnc(SCC(=O)NC)n2CCc2ccccc2)c1,7,-2,0.6,4.6,0,-15,4,0,4,-1.1

# Next compounds follow.
SMILES,CCHF vOTU inh,MazF activator,UGM FP inh,Mtb BioA inh,FBA Mtb inh,DUSP3 inh,Rv3671c inh,BoNT F protease,GDH-TPI inh,FadD28 binding
CCCCN1C[C@H](c2ccc(OC)cc2)[C@@H](CC(=O)Nc2ccc(Br)cc2)C1=O,11,-2,.,.,1,.,.,-3,-5,-5.1
Cn1c(C(=O)NCCCN2CCN(c3ccccc3F)CC2)cc2c(=O)[nH]c3ccccc3c21,-3,-3,0.5,-4.6,7,29,0,5,-2,-4.4
C[C@H](CO)N1C[C@H](C)[C@@H](CN(C)C(=O)Nc2ccc(F)cc2)Oc2ccc(NS(C)(=O)=O)cc2C1=O,2,3,1.1,0.4&0.0,2,.,3,-1,-2,-2.0
CCOC(=O)c1[nH]c2cc3c(cc2c1NC(=O)CN1CCC2(CC1)OCCO2)OCO3,-88,1,-2.6,-1.0,106*,-2,2,13,28,-0.3
Cc1ccc(S(=O)(=O)N2CCCCC2)cc1NC(=O)COC(=O)c1ccc(O)cc1,3,0,-0.4,.,2,30,-7,-5,-9,-1.1
CCCN(CCC)CCNC(=O)c1cn(C)c(=O)c2c1c1ccccc1n2C,-31,-1,.,-1.0,18,2,.,?,4,-0.3
OCCSc1nc(-c2ccccc2)nc2c1CCC2,0,4,5.8,0.2,-1,-7,2,-3,11,-2.2
CCN1CCN(C(=O)NS(=O)(=O)c2ccc(C)cc2)CC1,4,1,.,0.3,-1,15,.,5,5,.
COc1cc(C(=O)NCC(c2ccccc2)N(C)C)ccc1OCC(=O)N1CCOCC1 (stereo not given),5,14,0.4,.,1,22,4,-4,4,-1.1
O=C(NC1CC1)C1CCN(S(=O)(=O)c2cc(Cl)ccc2Cl)CC1,-3,7,0.3,-3.4,-6,-14,0,-6,10,-4.9
Cc1csc(SCC(=O)c2ccc(S(=O)(=O)N3CCOCC3)cc2)n1,-3,0,2.2,0.5,-1,46,-14,0,11,1.2
Cc1ccc(C)c(N2CCN(C(=O)CC3Sc4ccccc4NC3=O)CC2)c1 (stereo not given),3,0,0.0,.,.,9,0,.,.,.
CCC(C)NC(=O)CN(c1cc(C)cc(C)c1)S(=O)(=O)c1c(C)[nH]c(=O)[nH]c1=O (stereo not given),-2,10,2.1,-1.7,2,14,-4,0,-11,-3.4
COc1ccc(C(=O)OCC(=O)NC(=O)CCSc2ccccc2)cc1,-9,-4,-0.2,.,-1,24,4,0,2,3.2
CC(=O)Nc1ccc(NC(=O)C(C)OC(=O)COc2ccc(Nc3ccccc3)cc2)cc1 (stereo not given),0,6,0.1,0.2,2,.,9,-13,-6,-0.9
COc1cc(C(=O)N/C(=C\c2cn(C)c3ccccc23)C(=O)NCCCN2CCOCC2)cc(OC)c1OC,1,-11,2.2,2.6,-3,46,5,-2,28,-2.5
CC(C)(C)OC(=O)[C@H](Cc1ccccc1)NC(=O)c1nc[nH]c1C(=O)N[C@@H](CCCCN)C(=O)OC(C)(C)C,16,31,2.1,3.2,-2,.,3,-23,11,-3.8
CCn1nc(CC(=O)Nc2nnc(CC(=O)N3CCOCC3)s2)c2ccccc2c1=O,1,4,-0.5,.,4,10,0,0,6,-2.2
CCC1CCCCN1C(=O)CCc1nnc(Cc2c[nH]c3ccccc23)o1 (stereo not given),2,-2,1.4,.,-1,25,3,-2,2,0.1
Cc1nc2c(sc3nc4c(cc32)COC(C)(C)C4)c(=O)o1,-18,-1,.,0.7,1,-15,5,-18,0,-3.6
CCC(C)(C)NC(=O)C(c1ccc(C)o1)N(C(=O)c1csnn1)c1cccc(F)c1 (stereo not given),-3,4,3.0,.,-4,25,5,6,16,0.1
O=C(c1cncc(Br)c1)N1CCc2ccccc2C1,2,4,-0.5,3.2,2,-2,6,3,2,-2.0
Cc1ccc(C(=O)N/C(=C\C=C\c2ccccc2)C(=O)NCc2ccco2)cc1,15,-3,1.0,.,4,-7,-10,-3,36*,0.5
O=C(O)c1ccccc1NC(=S)NC(=O)c1sc2ccccc2c1Cl,-4,3,2.9,0.8,22,-3,4,-2,0,-5.0
Cc1cc(C)n(/N=C\c2c(O)ccc3ccccc23)c(=O)c1C(N)=O,6,2,1.6,0.5,3,4,-18,-1,14,0.5
COc1ccc(N(CC(=O)NCc2ccc3c(c2)OCO3)S(=O)(=O)c2c(C)nn(C)c2C)cc1,-7,9,-5.3,1.1,1,34,4,-2,5,-0.3
CCCOc1ccc(C(=O)Nc2ccc(C)cc2[N+](=O)[O-])cc1,6,-14,0.2,-2.8,4,0,-1,-10,7,-1.0
CCCCCCSc1ccc(-c2nc3ccc(C)cn3c2NCc2ccccc2)cc1,-5&-1,-4,-0.5,-1.0,17,.,0,-9&-3,2,-1.1
O=C(NCc1nc(-c2ccc(Cl)cc2)no1)c1ccco1,-2,10,-1.8,0.5,0,21,7,-20,9,-2.9
O=C(COC(=O)CSc1ccc(Cl)cc1)NCCc1ccccc1,-7,-15,.,-0.5,3,.,.,.,4,-0.9
CCOC(=O)C1=C(C)Nc2ccccc2N=C1NC(=O)c1cccc(S(=O)(=O)N(C)C)c1,1,-4,0.2,-2.1,-6,-13,0,-24,4,-0.5
COc1ccc(-c2cc(-c3ccccc3O)[nH]n2)cc1,10,0,-5.2,.,3,15,5,-14,2,-0.8
COC(=O)/C(=C\Nc1ccc(Cl)c2ccccc12)c1ncc(C(F)(F)F)cc1Cl,.,-27,-3.5,.,0,24,-2,3,6,-0.2
CC(NC(=O)C1CCN(Cc2ccccc2)CC1)c1cccc2ccccc12 (stereo not given),19,.,.,0.9,0,.,.,-5,-1,-3.6
CSc1ncnc2c1ncn2CCCNc1ccc(C)c(C)c1,-5,3,.,.,3,.,.,-6,-4,0.4
CCN(CC(=O)Nc1ccccc1C(=O)OC)S(=O)(=O)c1ccc(OC)cc1,0,6,3.1,0.8,-1,13,-5,-2,-2,-2.2
CC(C)Oc1ccc(CNC(=O)c2cc(S(=O)(=O)N3CCOCC3)cn2C)cc1,8,7,-3.0,-1.5,-2,-13,-5,-9,-3,-4.7
Fc1cccc2sc(Nc3nc4ccccc4s3)nc12,4,5,-0.2,-1.3,32*,8,-9,1,16,-1.5
O=C(NCCSc1ccccc1)c1ccco1,3,5,2.7,-1.6,2,4,8,-21,6,-0.1
CC(=O)C1=C(O)C(=O)N(c2ccc(O)cc2)C1c1ccccc1 (stereo not given),-9,7,0.8,0.1,0,-7,-3,32,20,-0.4
Oc1ccccc1-c1nc(NCc2ccco2)c2ccccc2n1,5,120*,0.3,-0.8,-1,10,-2,?,12,-3.2
COc1ccc(NC2CCCN(C(=O)CCCn3cncn3)C2)cc1 (stereo not given),-8,.,0.6,-2.8,1,2,-2,-12,-1,-2.3
CCCc1cc(=O)[nH]c(SCC(=O)N(C)C2CCS(=O)(=O)C2)n1 (stereo not given),6,4,-3.7,-1.4,1,19,-2,4,-1,-1.2
COc1cc2c(cc1NC(=S)NC(=O)/C=C/c1ccc(OC)c(OC)c1)oc1ccccc12,4,-32,.,.,6,-10,.,0,10,-1.6

# Screening data from PubChem BioAssay.

# Compounds as they come. Share with any hit: about 4.9%.
